Compound activity as filed in PubChem.
Hsp70 activator: Hsp70 transcriptional activation, primary screen. HeLa Hsp70 promoter luciferase reporter, luminescence; scaled: vehicle 0, proteasome-inhibitor control 100%. activation, % at 10 µM. 200,000 tested, 0.04% active. AID 1203;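 active = activation above the mean across all tested compounds plus 3 SD, cutoff set per campaign, cut at about 5.5% in these data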;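 note: 100% = MG132 at 30 µM as the positive control and 0% = DMSO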
TLR4 MyD88 comp: TLR4-MyD88 interaction inhibition in cells; HeLa CL3-4 TLR4/MyD88 BLA complementation, FRET ratio; 200,000 tested, 0.18% active; inhibition, % at 8.4 µM; O00206+Q99836; AID 861; in the data active = inhibition above about 25%;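 note: 0% = vehicle and 100% = reference inhibitor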
G6PDH counter: counter-screen for G6PDH assay hits: L. mesenteroides G6PDH inhibition. Purified L. mesenteroides G6PDH, diaphorase/resazurin coupled fluorescence, 45 min. inhibition, % at 5 µM. 200,000 tested, 0.12% active. AID 1020
S1P3 antag: antagonists of human S1P3 receptor; CHO S1P3 NFAT-BLA reporter, FRET fluorescence, antagonist mode; inhibition, % at 4.98 µM; 170,000 tested, 0.27% active; AID 485;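 active = inhibition above the plate cutoff, the mean inhibition of test wells on that plate plus 3 SD, cut at about 28% in these data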;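 note: cells challenged with S1P at its EC80 of 0.8 µM; blue over green emission ratio from cleaved BLA substrate after 4 h stimulation; 0% = S1P-stimulated wells and 100% = unstimulated DMSO-only wells; some compounds past the cut are filed as inactive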
Target sequence (Q99500 whole entry, looked up): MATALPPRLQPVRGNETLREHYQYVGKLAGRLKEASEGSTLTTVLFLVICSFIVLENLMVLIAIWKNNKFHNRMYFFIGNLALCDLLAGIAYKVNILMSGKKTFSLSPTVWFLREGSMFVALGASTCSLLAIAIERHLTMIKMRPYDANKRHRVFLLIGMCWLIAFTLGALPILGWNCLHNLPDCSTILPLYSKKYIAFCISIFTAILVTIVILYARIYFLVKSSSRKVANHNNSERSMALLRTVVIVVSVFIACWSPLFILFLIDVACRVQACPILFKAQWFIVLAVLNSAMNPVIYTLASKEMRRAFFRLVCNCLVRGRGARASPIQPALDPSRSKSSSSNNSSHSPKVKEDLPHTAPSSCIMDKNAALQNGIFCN
Redox H2O2 prof: compounds producing H2O2 with reducing agent – biochemical, NIH compound library profiling, artefact control for MLSCN library redox annotation, primary screen. DTT-dependent redox cycling H2O2, phenol red/HRP absorbance; 100% = 100 µM peroxide control, 0% = buffer. activation, % at 10 µM. 200,000 tested, 0.03% active;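 active = activation of at least 50% relative to the plate's high and low controls in the primary single-dose screen; inactive = activation below 50%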;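 note: compound incubated with DTT at 0.8 mM final as the reducing agent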
PMI act: activators of human phosphomannose isomerase; P34949; purified human PMI, coupled resazurin fluorescence, 20 min; stronger effect = higher value; 1 = vehicle control, 0 substrate-free wells; activation factor at 20 µM; 190,000 tested, 0.005% active;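 active = activation factor of 2 or more at 20 µM, relative to plate controls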
Target sequence (P34949 whole entry, looked up): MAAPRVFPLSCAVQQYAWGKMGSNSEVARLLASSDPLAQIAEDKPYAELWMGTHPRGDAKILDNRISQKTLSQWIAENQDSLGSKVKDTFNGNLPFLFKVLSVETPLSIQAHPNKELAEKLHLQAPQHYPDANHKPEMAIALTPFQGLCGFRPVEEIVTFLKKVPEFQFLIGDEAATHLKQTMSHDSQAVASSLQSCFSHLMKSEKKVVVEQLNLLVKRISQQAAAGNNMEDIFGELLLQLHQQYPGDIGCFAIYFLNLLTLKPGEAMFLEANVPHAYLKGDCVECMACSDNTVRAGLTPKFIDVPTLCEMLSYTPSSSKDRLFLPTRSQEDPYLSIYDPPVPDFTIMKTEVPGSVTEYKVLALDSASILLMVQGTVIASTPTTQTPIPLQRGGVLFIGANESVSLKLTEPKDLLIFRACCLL
RAM network inh: yeast RAM network inhibition | S. cerevisiae dse1pr::URA3 reporter, 5-FOA growth OD615, 2 d; analog-sensitive cbk1-as2 kinase mutant strain | inhibition, % at 50 µM | 190,000 tested, 1.8% active | AID 868;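 active = inhibition above a set limit, 3 SD over mean compound inhibition, cut at about 8.4% in these data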;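 note: 0% = DMSO-only wells with no growth and 100% = 10 µM 1-NA-PP1 full growth; inhibition rescues growth on 5-FOA so higher OD means more RAM inhibition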
Diaph act CS: counter-screen for diaphorase-based assays: diaphorase activators and chemical reducers. Diaphorase/resazurin coupled assay, resorufin fluorescence, 16 min; stronger effect = higher value; 1 = vehicle wells, 0 = NADH-free wells. activation factor at 20 µM. 190,000 tested, 0.005% active. AID 1229;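 active = diaphorase activity raised at least twofold by the compound at 20 µM; inactive = activation factor below 2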
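Material: purified diaphorase enzyme from Clostridium kluyveri; Also added: 0.114 mM NADH and 0.1 mM resazurin, final amounts; Doses: single compound dose of 20 µM, 1% DMSO final; Times: 16 min enzyme reaction, ambient temperature; Detection: resorufin fluorescence, excitation 544 nm, emission 590 nm; Measure: increased resorufin signal from activators or reducing compounds.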
Lmaj promast: reduces viability of Leishmania major promastigotes; 200,000 tested, 9% active; AID 1063; resazurin fluorescence viability; inhibition, % at 10 µM;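 note: promastigotes grown with compound for 44 hours at 28 °C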
PMI act satM6P: increases human PMI activity with near-saturating mannose 6-phosphate. P34949. coupled PMI enzyme assay, resazurin fluorescence, 20 min; stronger effect = higher value; 1 = untreated enzyme, 0 = substrate-free blank. activation factor at 20 µM. 190,000 tested, 0.34% active;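 active = activation factor of 2 or more at 20 µM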
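test system = human PMI in coupled enzyme assay | medium = HEPES-buffered pH 7.4 with magnesium and detergent | also added = 1.0 mM mannose-6-phosphate substrate with 0.22 mM NADP+ | compound = 20 µM single dose | times = 20 min incubation at room temperature | measured by = resorufin fluorescence (Ex 544/Em 590 nm) from resazurin via diaphorase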
Diaph inh CS: counter-screen for diaphorase-based assays: diaphorase inhibitors and chemical oxidizers | diaphorase resazurin-to-resorufin fluorescence, NADH, 16 min; bacterial (C. kluyveri) enzyme, not human | inhibition, % at 20 µM | 190,000 tested, 0.69% active | AID 1217;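 active = primary screen inhibition at 20 µM above a set limit, cut at about 50% in these data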;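 note: plate controls were DMSO with full reaction for no effect and wells lacking NADH for full effect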
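System: Diaphorase enzyme from Clostridium kluyveri | Amount: Enzyme working solution with 0.14 U/mL diaphorase | Benchmarks: No-NADH positive control and DMSO neutral control | Signal: Fluorescence of resorufin formed from resazurin, Ex 544/Em 590 nm | Schedule: 16-min room-temperature incubation before reading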
* marks the source's active call; other numbers are inactive results. Cut-off read from the data, not from the text of the source, unless noted: active = inhibition above about 50%; inactive = the rest.

Screening CC1CC(C)CN(C(=O)Cc2c(C(=O)O)[nH]c3ccc(Cl)cc23)C1 (stereo unspecified) returned Hsp70 activator -0.1, TLR4 MyD88 comp -5, G6PDH counter 5, S1P3 antag 4, Redox H2O2 prof -0.9, PMI act 1.2, RAM network inh 2.3, Diaph act CS 0.8, Lmaj promast -5, PMI act satM6P 1.1 and Diaph inh CS 16.
For COCC(=O)N1CCC(Oc2ccc(C(=O)NCc3cnc(C)cn3)cc2)CC1 the results were Hsp70 activator 0.1, TLR4 MyD88 comp -16, G6PDH counter 9, S1P3 antag 4, Redox H2O2 prof -0.9, PMI act 1, RAM network inh 0.5, Diaph act CS 1, Lmaj promast -6, PMI act satM6P 1 and Diaph inh CS 4.
Nc1nncn1C(=O)CCCN1C(=O)c2ccccc2C1=O was read as Hsp70 activator -0.5, TLR4 MyD88 comp 18, G6PDH counter -1, S1P3 antag -21, Redox H2O2 prof 0.7, PMI act 0.9, RAM network inh 0.2, Diaph act CS 0.9, Lmaj promast -3, PMI act satM6P 1 and Diaph inh CS 10.
O=S(=O)(Nc1ccn(-c2ccccc2)n1)c1ccc(Br)cc1 was read as Hsp70 activator -0.1, TLR4 MyD88 comp 4, G6PDH counter 1, S1P3 antag -22, Redox H2O2 prof 2.8, PMI act 0.9, RAM network inh 5.0, Diaph act CS 0.8, Lmaj promast -15, PMI act satM6P 0.9 and Diaph inh CS 24.
`COCC1CCN(Cc2cn[nH]c2-c2cc(OC)c(OC)c(OC)c2)CC1` gave Hsp70 activator 0.0, TLR4 MyD88 comp -6, G6PDH counter 9, S1P3 antag -5, Redox H2O2 prof -0.6, PMI act 1, RAM network inh 1.3, Diaph act CS 0.9, Lmaj promast -3, PMI act satM6P 1 and Diaph inh CS 12.
`Cc1[nH]nc2c1C(c1ccc(F)cc1)C1=C(CC(C)(C)CC1=O)N2` (stereo unspecified) gave Hsp70 activator 0.2, TLR4 MyD88 comp -14, G6PDH counter -10, S1P3 antag -22, Redox H2O2 prof 0.7, PMI act 1, RAM network inh 1.3, Diaph act CS 0.9, Lmaj promast 7, PMI act satM6P 0.9 and Diaph inh CS 13.
Screening CCc1ccc(NC(=S)NC2CC3CCCC(C2)N3Cc2cccs2)cc1 (stereo unspecified) returned Hsp70 activator -0.1, TLR4 MyD88 comp 0, G6PDH counter -1, Redox H2O2 prof -5.5, PMI act 0.9, RAM network inh 0.9, Diaph act CS 1, Lmaj promast 91*, PMI act satM6P 1 and Diaph inh CS 4.
Screening Cn1cccc1Cc1nnc(SCC(=O)NCC2CCCO2)n1C (stereo unspecified) returned Hsp70 activator -0.1, TLR4 MyD88 comp -1, G6PDH counter 3, S1P3 antag 5, Redox H2O2 prof 0.6, PMI act 1, RAM network inh -0.5, Diaph act CS 1.1, Lmaj promast 4, PMI act satM6P 1 and Diaph inh CS -7.
O=c1[nH]c(CN2CCN(c3ccc([N+](=O)[O-])cc3)CC2)nc2ccsc12 was read as Hsp70 activator -0.4, TLR4 MyD88 comp -3, G6PDH counter 0, Redox H2O2 prof 0.1, PMI act 1, RAM network inh 1.1, Diaph act CS 0.9, Lmaj promast -5, PMI act satM6P 1 and Diaph inh CS 8.
CC(=O)c1cccc(NC(=O)COC(=O)c2ccc(S(C)(=O)=O)c([N+](=O)[O-])c2)c1 was read as Hsp70 activator -0.2, TLR4 MyD88 comp 10, G6PDH counter -2, S1P3 antag -10, Redox H2O2 prof 0.2, PMI act 1.2, RAM network inh 4.0, Diaph act CS 0.9, Lmaj promast -2, PMI act satM6P 1.1 and Diaph inh CS 13.
Screening CCCNC(=O)NC(C(=O)OC)C12CC3CC(CC(C3)C1)C2 (stereo unspecified) returned Hsp70 activator -0.2, TLR4 MyD88 comp 0, G6PDH counter -2, S1P3 antag -15, Redox H2O2 prof 1.4, PMI act 0.9, RAM network inh 1.1, Diaph act CS 0.9, Lmaj promast -1, PMI act satM6P 0.9 and Diaph inh CS 14.
For COc1ccc(CCNC(=O)CSc2cccc3cccnc23)cc1OC the results were Hsp70 activator -0.2, TLR4 MyD88 comp 0, G6PDH counter 9, S1P3 antag -17, Redox H2O2 prof -1.6, PMI act 1.1, RAM network inh -0.5, Diaph act CS 1, Lmaj promast 5, PMI act satM6P 1.1 and Diaph inh CS 0.
N#CCCN(CCN1CCCC1)S(=O)(=O)c1ccc(-c2ccc([N+](=O)[O-])cc2)cc1 was read as Hsp70 activator -0.2, TLR4 MyD88 comp -4, G6PDH counter 20, S1P3 antag 2, Redox H2O2 prof 0.1, PMI act 0.8, RAM network inh 0.9, Diaph act CS 1, Lmaj promast 93*, PMI act satM6P 0.9 and Diaph inh CS -4.
Cc1nc(CN(C)Cc2nc(Cc3ccccc3Cl)no2)cs1 was read as Hsp70 activator -0.3, TLR4 MyD88 comp 9, G6PDH counter 2, S1P3 antag -7, Redox H2O2 prof 0.0, PMI act 1, RAM network inh 0.4, Diaph act CS 0.9, Lmaj promast -11, PMI act satM6P 0.8 and Diaph inh CS 8.
For O=C(/C=C/c1ccco1)Nc1ccc(C(=O)N2CCOCC2)cc1 the results were Hsp70 activator -0.4, TLR4 MyD88 comp -4, G6PDH counter 5, S1P3 antag -6, Redox H2O2 prof -0.2, PMI act 1, RAM network inh 1.9, Diaph act CS 0.8, Lmaj promast -3, PMI act satM6P 0.9 and Diaph inh CS 20.
`Fc1cnc(N2CCOCC2)nc1N1CCc2ccccc21` gave Hsp70 activator -0.3, TLR4 MyD88 comp 1, G6PDH counter 4, S1P3 antag 8, Redox H2O2 prof -0.9, PMI act 1, RAM network inh 0.1, Diaph act CS 0.9, Lmaj promast 6, PMI act satM6P 1 and Diaph inh CS 6.
Screening COc1cccc(NC(=S)N/N=C2\CC3CCC2(C)C3(C)C)c1 (stereo unspecified) returned Hsp70 activator 0.1, TLR4 MyD88 comp -5, G6PDH counter 5, S1P3 antag 7, Redox H2O2 prof -1.3, PMI act 0.9, RAM network inh 1.5, Diaph act CS 0.9, Lmaj promast 89*, PMI act satM6P 1 and Diaph inh CS 7.
`COc1cc(NC(=O)NCc2ccncc2)cc(OC)c1OC` gave Hsp70 activator -0.1, TLR4 MyD88 comp -10, G6PDH counter -1, S1P3 antag 6, Redox H2O2 prof -0.5, PMI act 0.9, RAM network inh 0.0, Diaph act CS 0.9, Lmaj promast -2, PMI act satM6P 0.8 and Diaph inh CS 7.
For CCC(C)(NC(=O)c1ccccn1)C(=O)NC1CCCC1 (stereo unspecified) the results were Hsp70 activator -0.2, TLR4 MyD88 comp -23, G6PDH counter 5, S1P3 antag -11, Redox H2O2 prof 0.4, PMI act 1, RAM network inh 0.8, Diaph act CS 1, Lmaj promast 2, PMI act satM6P 1 and Diaph inh CS 1.
COc1ccc(CN(Cc2ccc(C(=O)O)cc2)C(=S)Nc2cc(C)cc(C)c2)cc1OC was read as Hsp70 activator 0.4, TLR4 MyD88 comp -30, G6PDH counter 2, S1P3 antag 6, Redox H2O2 prof -0.1, PMI act 0.9, RAM network inh 3.1, Diaph act CS 0.9, Lmaj promast 3, PMI act satM6P 0.9 and Diaph inh CS 14.
For Cc1ccc(S(=O)(=O)/N=C(/c2ccccc2)N2CCOCC2)cc1 the results were Hsp70 activator 0.1, TLR4 MyD88 comp 13, G6PDH counter 23, S1P3 antag -17, Redox H2O2 prof -0.8, PMI act 0.9, RAM network inh 0.8, Diaph act CS 0.9, Lmaj promast 2, PMI act satM6P 0.8 and Diaph inh CS 6.
For CCC(=O)Nc1sc(C(=O)N2CCCCC2)c(C)c1C#N the results were Hsp70 activator 0.2, TLR4 MyD88 comp -2, G6PDH counter 3, S1P3 antag -14, Redox H2O2 prof 0.0, PMI act 0.9, RAM network inh 1.7, Diaph act CS 0.8, Lmaj promast -1, PMI act satM6P 0.9 and Diaph inh CS 17.
Screening COC(=O)c1cc(OC)c(OC)cc1NC(=O)c1oc2ccccc2c1C returned Hsp70 activator -0.6, TLR4 MyD88 comp -1, S1P3 antag -7, Redox H2O2 prof 0.5 and Lmaj promast 2.
`CCOC(=O)CCCNC(=O)COC(=O)c1cc2ccccc2cc1O` gave Hsp70 activator -0.3, TLR4 MyD88 comp 4, G6PDH counter 0, Redox H2O2 prof 1.7, PMI act 1, RAM network inh 2.9, Diaph act CS 0.9, Lmaj promast -3, PMI act satM6P 1 and Diaph inh CS 13.
OC(CN1c2ccccc2Sc2ccccc21)Cn1nnc2ccccc21 (stereo unspecified) was read as Hsp70 activator 0.2, TLR4 MyD88 comp 8, G6PDH counter -4, S1P3 antag 6, Redox H2O2 prof -0.5, PMI act 0.8, RAM network inh 6.6, Diaph act CS 0.7, Lmaj promast 48, PMI act satM6P 0.8 and Diaph inh CS 27.
CCCCNS(=O)(=O)c1ccc(S(=O)(=O)NCc2ccncc2)cc1 was read as Hsp70 activator -0.3, TLR4 MyD88 comp 9, G6PDH counter 6, Redox H2O2 prof 1.0, PMI act 1, RAM network inh -0.5, Diaph act CS 0.8, Lmaj promast 1, PMI act satM6P 1.1 and Diaph inh CS 17.
For CN1N=C(C(=O)N2CCCC(C(=O)c3cccc(C(F)(F)F)c3)C2)CCC1=O (stereo unspecified) the results were Hsp70 activator -0.3, TLR4 MyD88 comp -9, G6PDH counter 5, S1P3 antag -13, Redox H2O2 prof 9.5, PMI act 0.9, RAM network inh 2.5, Diaph act CS 0.9, Lmaj promast -8, PMI act satM6P 1 and Diaph inh CS 12.
O=C(OCc1cn(-c2ccc(Cl)cc2)nn1)c1ccccc1 was read as Hsp70 activator 0.1, TLR4 MyD88 comp -12, G6PDH counter 2, Redox H2O2 prof -14, PMI act 0.9, RAM network inh -0.1, Diaph act CS 0.8, Lmaj promast -3, PMI act satM6P 1 and Diaph inh CS 18.
